Assay outcomes: PubChem BioAssay, Sanford-Burnham Center for Chemical Genomics
Mdm2-MdmX inh: human Mdm2/MdmX binding inhibition; SaOS-2 split-luciferase Mdm2/MdmX complementation, luminescence; inhibition, % at 8 µM; actives 3% (n = 330,000);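 active means inhibition of at least 50% at 8 µM in the primary screen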
Target sequence (O15151 whole entry, looked up): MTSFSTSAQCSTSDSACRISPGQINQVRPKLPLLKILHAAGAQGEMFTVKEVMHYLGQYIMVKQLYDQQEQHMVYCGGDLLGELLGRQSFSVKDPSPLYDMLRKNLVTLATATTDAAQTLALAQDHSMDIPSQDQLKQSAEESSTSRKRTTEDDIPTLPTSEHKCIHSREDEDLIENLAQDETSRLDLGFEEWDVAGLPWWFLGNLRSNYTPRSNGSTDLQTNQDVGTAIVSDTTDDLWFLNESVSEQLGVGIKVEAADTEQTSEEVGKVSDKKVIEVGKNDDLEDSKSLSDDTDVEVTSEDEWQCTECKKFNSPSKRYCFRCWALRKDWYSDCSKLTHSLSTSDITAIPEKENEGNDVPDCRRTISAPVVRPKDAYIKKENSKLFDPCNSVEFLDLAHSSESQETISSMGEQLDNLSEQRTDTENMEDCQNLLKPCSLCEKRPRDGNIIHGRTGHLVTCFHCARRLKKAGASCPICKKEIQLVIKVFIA
Target sequence (Q00987 whole entry, looked up): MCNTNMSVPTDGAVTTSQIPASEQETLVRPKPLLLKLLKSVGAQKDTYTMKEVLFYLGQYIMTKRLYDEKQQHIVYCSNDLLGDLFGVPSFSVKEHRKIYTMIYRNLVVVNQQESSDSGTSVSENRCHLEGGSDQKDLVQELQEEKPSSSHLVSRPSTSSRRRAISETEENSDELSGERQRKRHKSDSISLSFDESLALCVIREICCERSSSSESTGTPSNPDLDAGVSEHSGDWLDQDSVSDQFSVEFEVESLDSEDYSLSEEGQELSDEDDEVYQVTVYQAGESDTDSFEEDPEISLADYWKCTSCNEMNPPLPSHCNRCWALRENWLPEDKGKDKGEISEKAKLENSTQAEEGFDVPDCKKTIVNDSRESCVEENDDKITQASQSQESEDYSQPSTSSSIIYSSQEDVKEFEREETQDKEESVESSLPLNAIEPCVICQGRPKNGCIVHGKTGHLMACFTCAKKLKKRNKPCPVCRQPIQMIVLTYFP
XBP1 UPR activ: activators of adaptive arm of unfolded protein response (XBP1); CHO-XBP1 luciferase reporter, IRE1-XBP1 UPR activation, luminescence; percent of tunicamycin response, DMSO as zero; activation, % at 20 µM; actives 0.33% (n = 330,000);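 active means versus positive control, 20 µM dose yields 30% or more activation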;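 further: 100% = tunicamycin at 10 µg/mL and 0% = DMSO only wells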
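Material: CHO cell line with stable XBP1 luciferase reporter; buffer or medium: F12 medium containing 10% fetal bovine serum; compound: single point, 20 µM final compound, 1% DMSO; incubation: 6 h treatment, 37 °C; measured by: glow luminescence from Steady-Glo reagent; evaluation: activation, % of tunicamycin; control set: tunicamycin high, DMSO low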
TIM10 inh: TIM10 yeast growth inhibition. actives 1.4% (n = 330,000). inhibition, % at 10 µM. S. cerevisiae TIM10 strain growth, BacTiter-Glo luminescence, 24 h. AID 463195;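 active means inhibition of 40% or more at the single tested concentration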;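 further: wild-type TIM10 isogenic control strain grown at permissive 25 °C; 0% = DMSO yeast wells and 100% = minimal medium wells without yeast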
APJ agonist: activates the human apelin receptor APJ; AID 2520; actives 0.11% (n = 330,000); CHO-K1 APJ PathHunter beta-arrestin, luminescence; 0% DMSO wells, 100% apelin; activation, % at 20 µM; P35414;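 active means activation more than six SD over the plate average, tested at 20 µM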;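 further: 0% = DMSO alone and 100% = apelin-13 at 10 nM; some results filed as inactive read as strong as hits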
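Material: engineered CHO-K1 APJ arrestin reporter cells; amount: 1000 CHO-K1 reporter cells seeded per well; incubation: compound stimulation 90 min at 25 °C, detection 60 min; signal: luminescent beta-gal fragment complementation, chemiluminescent substrate; read-out basis: APJ agonist activity; controls: DMSO-only wells as negative, 10 nM Apelin-13 as positive control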
tim10-1 inh: inhibits growth of tim10-1 mutant yeast; S. cerevisiae tim10-1 ts strain growth, BacTiter-Glo, 24 h; inhibition, % at 20 µM; actives 2.2% (n = 330,000);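 active means inhibition of at least 40%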;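 further: mutant grown at 25 °C; 0% = DMSO wells with yeast and 100% = wells holding no yeast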
tim23-1 inh: inhibits growth of tim23-1 mutant yeast; S. cerevisiae tim23-1 growth, BacTiter-Glo luminescence, 24 h; inhibition, % at 20 µM; actives 1.3% (n = 330,000); AID 463212;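 active means growth inhibition of the mutant yeast at or above 50%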;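 further: temperature-sensitive mutant grown at 25 °C; plate controls were DMSO-treated mutant yeast for no effect and medium wells lacking yeast for full effect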
NLRP3 yeast inh: NALP3 inhibition in yeast. inhibition, % at 10 µM. Yeast reconstituted NLRP3/ASC/caspase-1, beta-gal luminescence, 24 h. actives 0.39% (n = 330,000);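 active means inhibition of 50% or more; inactive means inhibition below 50%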;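 further: plate controls were induced DMSO wells for no effect and uninduced yeast grown without galactose for full effect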
CHOP UPR activ: apoptotic UPR (CHOP) activation; actives 0.34% (n = 330,000); activation, % at 10 µM; CHO-CHOP luciferase reporter, luminescence; percent of tunicamycin response over DMSO baseline;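 active means at 10 µM dose, activation of 40% or more, normalized to positive control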;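 further: 100% = tunicamycin at 10 µg/mL and 0% = DMSO alone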
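System: CHO-CHOP luciferase reporter cell line | Buffer or medium: F12 medium containing 10% fetal bovine serum | Doses: One dose, 10 µM in 0.5% DMSO | Times: 6 h compound exposure at 37 °C after overnight seeding | Signal: Luciferase luminescence | Read-out: % activation vs tunicamycin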
GRIN3A LBD mod: modulates the human NR3A ligand-binding domain | actives 2.5% (n = 340,000) | Tm shift relative to glycine control, % at 25 µM | NR3A LBD differential scanning fluorimetry, Tm shift; 0% = protein alone, 100% = glycine-bound protein;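 active means melting temperature shift of at least 10% of the positive control shift, at one fixed dose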
Active calls of the source: *.

Second line of a record – Mdm2-MdmX inh	XBP1 UPR activ	TIM10 inh	APJ agonist	tim10-1 inh	tim23-1 inh	NLRP3 yeast inh	CHOP UPR activ	GRIN3A LBD mod
1	Cc1ccc(C(=O)COC(=O)CNC(=O)c2ccc(N3C(=O)c4ccccc4C3=O)cc2)cc1C
  -21.9	0.3	-3.4	-2.8	-7.2	-11.7	6.3	-2.8	-0.9
2	COc1ccc(C(CNC(=O)COc2ccccc2OC)N(C)C)cc1OC (centres undefined)
  -11.1	0.9	4.6	0.8	8.5	-3.3	4.6	0.5	0.9
3	O=C(COc1cc(Cl)c(Cl)cc1Cl)Nc1cccc(O)c1
  14.4	-2.9	18.0	-4.3	24.4	25.6	2.9	3.1	17.8*
4	COCCCN1C(=O)C(=O)/C(=C(/O)c2ccc(OC(C)C)cc2)C1c1cccnc1 (centres undefined)
  7.9	-2.7	-20.7	-4.0	-3.9	-2.5	9.2	-0.8	-1.0
5	CC(NS(=O)(=O)c1ccc(Br)cc1)C(=O)NCc1ccc2c(c1)OCO2 (centres undefined)
  11.2	-2.4	2.1	-3.2	6.0	-5.8	4.5	0.4	-1.0
6	Cc1nn(-c2ccccc2)c(N2CCCC2)c1/C=N/NC(=S)Nc1ccc(F)cc1
  21.2	-0.7	14.4	-3.8	13.1	19.7	16.2	2.5	-1.4
7	Cn1nc(-c2ccccc2)c(C(=O)Nc2ccc(C(F)(F)F)cc2)c1Cl
  20.4	-2.0	-69.6	-0.4	-72.9	-4.4	8.6	-2.2	-1.1
8	CCN(C(=O)COC(=O)CNS(=O)(=O)c1ccc2ccccc2c1)C1CCCCC1
  17.7	-2.7	10.6	-0.9	15.7	16.4	19.0	-0.2	0.7
9	COc1ccc(S(=O)(=O)N(C)CC(=O)NCCc2ccccc2)cc1OC
  11.2	1.4	-11.0	-1.2	8.0	5.2	13.0	2.0	1.2
10	COc1ccc(NS(=O)(=O)c2cccc(C(=O)N3CCCCCC3)c2)cc1
  -3.0	-1.4	3.5	-2.8	-18.0	-11.0	7.1	-2.2	-3.3
11	COc1ccccc1S(=O)(=O)N1CCN(S(=O)(=O)c2ccccc2C#N)CC1
  -12.1	-2.5	2.5	1.6	6.5	16.4	25.2	-0.3	-1.0
12	CC(Cl)C(=O)c1c(N)n(C)c(=O)n(C)c1=O (centres undefined)
  4.4	-0.8	4.0	-3.9	8.5	9.7	-6.2	-2.1	1.3
13	COc1ccccc1CNCc1cc(OC)c(OC)cc1OC
  6.7	0.7	-19.7	-6.0	5.5	23.2	8.0	-1.3	-0.1
14	COc1ccc(S(=O)(=O)N(C)C)cc1NC(=O)CCCSc1ccccc1
  -2.7	1.8	6.2	3.3	15.1	17.6	14.4	-0.5	-3.3
15	COc1cccc(NS(=O)(=O)NC(=O)c2cn(C)c3ccccc23)c1
  19.8	-1.9	0.3	-2.9	4.0	3.1	13.8	1.4	-1.1

Second line of a record – Mdm2-MdmX inh	XBP1 UPR activ	TIM10 inh	APJ agonist	tim10-1 inh	tim23-1 inh	NLRP3 yeast inh	CHOP UPR activ	GRIN3A LBD mod
16	CC(C)(C)c1cc(CCC(=O)NCc2cccnc2)cc(C(C)(C)C)c1O
  -22.2	-2.1	10.2	11.1	25.7	24.4	28.9	0.9	-0.7
17	CN(C)S(=O)(=O)c1cccc(N=C2SCCN2Cc2ccccc2)c1
  1.4	4.3	-9.3	2.9	4.8	17.8	0.1	1.2	-2.5
18	Cc1c(C(C)C)c(=O)n(-c2ccc(S(=O)(=O)N3CCOCC3)cc2)n1C
  -21.3	-1.5	13.8	-1.4	-0.6	0.9	3.8	2.3	0.8
19	COc1cccc(CN2CCC(n3nccc3NC(=O)CCCc3ccccc3)CC2)c1
  7.9	-5.4	2.0	-1.6	5.1	-9.3	9.1	3.2	0.3
20	COc1ccc(C2C(C(=O)c3ccco3)=C(O)C(=O)N2CC2CCCO2)c(OC)c1 (centres undefined)
  20.5	-1.9	-23.2	-1.1	-13.3	-12.3	-3.2	3.3	0.8
21	CCOc1ccc(NC(=O)CN(C)C(=O)c2ccc(COc3ccccc3)cc2)cc1OCC
  12.3	-2.4	-15.4	-2.5	-15.7	-25.2	5.9	0.6	1.1
22	Cn1c(=O)[nH]c(=O)c2c1nc(N1CCCCC1)n2C/C=N/Nc1ccc(C(=O)O)cc1
  1.6	-3.3	-2.0	-3.7	7.2	6.4	6.8	-2.3	0.8
23	CC1CCc2c(sc3nn[nH]c(=O)c23)C1 (centres undefined)
  25.4	1.6	-14.2	-4.5	-0.6	21.0	5.9	-0.1	-0.5
24	CC(C)(CNC(=O)c1cccc(NS(=O)(=O)c2ccc(Br)cc2)c1)N1CCOCC1
  12.3	-3.9	5.7	5.2	-4.4	-2.2	15.9	1.1	3.7
25	COc1ccc(C(=O)N(C(C)C)C(C)C)c(OC)c1
  -18.7	-1.3	9.8	-1.9	16.9	16.5	11.8	-0.2	-1.5
26	Cc1ccc(S(=O)(=O)N(C)C)cc1NC(=O)COC(=O)CCCOc1ccccc1
  -4.9	-4.9	1.0	2.9	10.3	8.3	14.6	1.4	-3.1
27	CSc1nc2ccc(Nc3nc(N4CCOCC4)nc(N4CCOCC4)n3)cc2s1
  49.2	8.3	23.3	3.2	38.4	32.6	25.2	2.2	-4.9
28	O=C(/C=N/O)Nc1ccc2sc3ccccc3c2c1
  -22.7	-0.9	14.6	4.5	-7.8	21.7	-4.3	2.3	33.7*
29	Cc1ccc(CC2C(=O)N(c3nc(C)cc(C)n3)C(=O)C2C)cc1 (centres undefined)
  10.1	-2.3	10.3	-2.7	3.5	7.3	14.6	4.4	1.1
30	O=C(CSc1nc2ccccc2o1)NCc1ccc2c(c1)OCO2
  -35.3	-2.2	4.8	-4.1	19.0	24.6	14.3	1.9	-1.0

Second line of a record – Mdm2-MdmX inh	XBP1 UPR activ	TIM10 inh	APJ agonist	tim10-1 inh	tim23-1 inh	NLRP3 yeast inh	CHOP UPR activ	GRIN3A LBD mod
31	O=C(O)c1cc(-c2ccc(N3CCOCC3)cc2)nn1-c1ccc(F)cc1F
  -12.5	1.4	-5.2	2.1	16.2	7.4	-9.4	-2.3	0.4
32	COc1ccc(NC(=O)C2CCN(S(=O)(=O)c3ccc(C)cc3)CC2)cc1OC
  17.9	-2.0	-6.7	-2.1	4.8	-9.1	-1.6	-0.6	-1.3
33	O=C(CNC(=O)c1ccc(Cl)cc1Cl)OCC(=O)N1CCCC1
  -14.8	-1.8	8.8	-0.4	2.2	1.3	2.7	2.2	-1.1
34	Cn1c(SCC(=O)C(C)(C)C)nnc1-c1ccccn1
  -20.4	1.1	2.9	1.0	11.1	3.6	10.1	1.8	0.5
35	CC(/C=N/NC(=O)c1nnn(-c2nonc2N)c1C(C)C)=C\c1ccco1
  9.4	0.7	4.1	4.4	16.2	23.3	6.2	3.4	18.7*
36	CCOC(=O)N1CCN(Cc2nc(N)nc(Nc3ccc(Cl)cc3)n2)CC1
  3.0	-0.3	-18.4	-0.2	2.2	9.0	-6.2	1.3	1.2
37	Cc1ccc(C)c(NC(=O)COC(=O)c2ccc(S(=O)(=O)N3CCCCC3)cc2)c1
  11.2	-0.1	-11.5	-2.4	-3.9	-6.8	2.5	0.1	0.5
38	Cc1cccc(Nc2nc(NCc3ccco3)nc(N3CCOCC3)n2)c1
  36.5	4.6	-8.4	1.2	-9.1	18.8	21.3	2.9	0.8
39	CCSc1nnc(NC(=O)c2ccc3c(c2)OCO3)s1
  -64.6	0.9	6.6	-3.5	17.9	7.7	5.7	1.0	3.6
40	Cc1ccc(N(C(=O)c2csnn2)C(C(=O)NC(C)(C)C)c2ccccn2)cc1 (centres undefined)
  9.7	-4.5	-9.9	-1.8	-3.2	3.1	2.3	-0.8	1.3
41	CCC1CCCCN1CCCNC(=O)CS(=O)Cc1nc(-c2ccc(OC)c(OC)c2)oc1C (centres undefined)
  19.6	-1.2	-0.8	-1.4	-11.2	-6.2	6.2	1.5	5.0
42	CN(CC(=O)Nc1c(Cl)cccc1Cl)C(=O)CC1Sc2ccccc2NC1=O (centres undefined)
  14.2	4.9	-2.9	1.2	-4.0	-7.5	-4.4	0.7	1.1
43	CCC1(c2ccccc2)NC(=O)N(CC(=O)Nc2cc(Cl)ccc2N2CCN(C)CC2)C1=O (centres undefined)
  31.1	2.8	-17.4	-1.5	-20.0	-52.7	19.1	0.3	-2.9
44	CCN(CC)S(=O)(=O)c1ccc(C(=O)NCCc2cc3c(OC)ccc(OC)c3[nH]c2=O)cc1
  29.2	-1.7	14.6	6.9	18.6	11.8	4.8	-5.2	7.3
45	Cc1ccc(-n2nc3c(=O)n(CC(=O)NCCc4ccc(Cl)cc4)nc(C)c3c2C)cc1
  24.6	0.5	-9.6	-3.4	13.1	0.5	14.0	-0.6	-0.7
46	O=C(O)c1ccc(C(=O)c2ccc3c(c2)C(=O)N(Cc2ccco2)C3=O)cc1
  2.5	-1.0	-4.5	-0.9	20.3	8.1	7.3	-0.2	-0.7
47	Cc1c(C(=O)Nc2ccc(S(=O)(=O)Nc3ncccn3)cc2)oc2ccccc12
  10.4	-0.3	-0.8	-4.4	-0.3	13.5	3.8	0.6	-1.8

Complete entries from above. Order of screens: Mdm2-MdmX inh	XBP1 UPR activ	TIM10 inh	APJ agonist	tim10-1 inh	tim23-1 inh	NLRP3 yeast inh	CHOP UPR activ	GRIN3A LBD mod
Profile of CN(CC(=O)Nc1c(Cl)cccc1Cl)C(=O)CC1Sc2ccccc2NC1=O (centres undefined) → 14.2	4.9	-2.9	1.2	-4.0	-7.5	-4.4	0.7	1.1
Profile of Cc1ccc(C)c(NC(=O)COC(=O)c2ccc(S(=O)(=O)N3CCCCC3)cc2)c1 → 11.2	-0.1	-11.5	-2.4	-3.9	-6.8	2.5	0.1	0.5

Some of these compounds in order of their number in NLRP3 yeast inh, smallest number first:
#	mol	Mdm2-MdmX inh	XBP1 UPR activ	tim10-1 inh	NLRP3 yeast inh	GRIN3A LBD mod
47	Cc1c(C(=O)Nc2ccc(S(=O)(=O)Nc3ncccn3)cc2)oc2ccccc12	10.4	-0.3	-0.3	3.8	-1.8
35	CC(/C=N/NC(=O)c1nnn(-c2nonc2N)c1C(C)C)=C\c1ccco1	9.4	0.7	16.2	6.2	18.7*
30	O=C(CSc1nc2ccccc2o1)NCc1ccc2c(c1)OCO2	-35.3	-2.2	19.0	14.3	-1.0
27	CSc1nc2ccc(Nc3nc(N4CCOCC4)nc(N4CCOCC4)n3)cc2s1	49.2	8.3	38.4	25.2	-4.9
